SRC1 inh: human NCOA1 inhibition | Q15788 | HEK293 GAL4-SRC1 luciferase reporter, luminescence | inhibition, % at 3.6 µM | 0.12% of 360,000 active | AID 588354;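 active = inhibition above the campaign mean plus 3 SD, with each screening campaign given its own cutoff, cut at about 60% in these data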;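 note: 0% = DMSO treated cells and 100% = gossypol at 36 µM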
LMP1 NFkB inh: reduces LMP1-driven NF-kappaB luciferase signal; LMP1-induced NF-kappaB luciferase reporter cells, luminescence; inhibition, % at 12.5 µM; 0.69% of 350,000 active; in the data active = inhibition above about 41%;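 note: 0% = neutral control wells and 100% = reference inhibitor control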
TLR9-MyD88 block: TLR9-MyD88 interaction inhibition | inhibition, % at 4.98 µM | Q9NR96+Q99836 | CHO BLA complementation TLR9-MyD88, CCF4 FRET ratio | 0.21% of 340,000 active | AID 504734;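 active = inhibition above the mean over all tested compounds plus 3 SD, cut at about 21% in these data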;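 note: 0% = DMSO only wells and 100% = clavulanate BLA inhibitor control wells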
TRAIL sens C8: sensitizes caspase-8 expressing cells to TRAIL; NB7+C8 cells + TRAIL, ATPlite viability luminescence; inhibition (viability loss, TRAIL sensitization), % at 10 µM; 1% of 360,000 active;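 active = compounds causing at least 50% loss of cell viability in the single-dose screen, relative to plate controls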
TROY signal inh: inhibitors of TROY-dependent NF-kB signaling | Q293 LMP1-TROYcd NF-kB luciferase reporter, 4 h | inhibition, % at 10 µM | 0.98% of 360,000 active;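 active = compounds whose plate-normalised and pattern-corrected inhibition of the luciferase reporter signal at the single screening dose is 50% or more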
NR2F2 inh: NR2F2 (human) inhibition, primary screen | inhibition, % at 8.6 µM | AID 686940 | P24468 | 0.7% of 370,000 active | HEK293T NGFI-A luciferase reporter, luminescence;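 active = inhibition above a per-plate cutoff, mean inhibition of test wells between control levels plus 3 SD, cut at about 38% in these data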;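 note: cells cotransfected with COUP-TFII expression vector driving the NGFI-A reporter; 0% = median of COUP-TF2 test wells and 100% = reporter-only cells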
Target sequence (P24468 whole entry, looked up): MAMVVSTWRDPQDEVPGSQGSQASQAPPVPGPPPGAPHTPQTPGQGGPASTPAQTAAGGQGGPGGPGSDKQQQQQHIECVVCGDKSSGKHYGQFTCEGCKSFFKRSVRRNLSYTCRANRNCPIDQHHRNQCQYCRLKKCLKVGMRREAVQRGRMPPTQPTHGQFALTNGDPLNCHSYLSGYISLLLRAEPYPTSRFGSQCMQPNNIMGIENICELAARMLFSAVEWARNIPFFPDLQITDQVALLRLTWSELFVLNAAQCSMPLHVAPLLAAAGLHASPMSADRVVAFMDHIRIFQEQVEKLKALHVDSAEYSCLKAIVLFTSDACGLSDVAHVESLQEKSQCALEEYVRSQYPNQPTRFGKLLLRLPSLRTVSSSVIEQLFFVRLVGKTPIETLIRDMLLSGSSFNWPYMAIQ
NOD2-RIPK2 inh: blocks binding of human NOD2 to RIPK2; inhibition, % at 4.98 µM; 0.38% of 360,000 active; AID 624267; CHO BLA complementation NOD2-RIPK2, CCF4 ratio; O43353; in the data active = inhibition above about 21%;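 note: 0% = vehicle only and 100% = reference blocker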
Target sequence (O43353 whole entry, looked up): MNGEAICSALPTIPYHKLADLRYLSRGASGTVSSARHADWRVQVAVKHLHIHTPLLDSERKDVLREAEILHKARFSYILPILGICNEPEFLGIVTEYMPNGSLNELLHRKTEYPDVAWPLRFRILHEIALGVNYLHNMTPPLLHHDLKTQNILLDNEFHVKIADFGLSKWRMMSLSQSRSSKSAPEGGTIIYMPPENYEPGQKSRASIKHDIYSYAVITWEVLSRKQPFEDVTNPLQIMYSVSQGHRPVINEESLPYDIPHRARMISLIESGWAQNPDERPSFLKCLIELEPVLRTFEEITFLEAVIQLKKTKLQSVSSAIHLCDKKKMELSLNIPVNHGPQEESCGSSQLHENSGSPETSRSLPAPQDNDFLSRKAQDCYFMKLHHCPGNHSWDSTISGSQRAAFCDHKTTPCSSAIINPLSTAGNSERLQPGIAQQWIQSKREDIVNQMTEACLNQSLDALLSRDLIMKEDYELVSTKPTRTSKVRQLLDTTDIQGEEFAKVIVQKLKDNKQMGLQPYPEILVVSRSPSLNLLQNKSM
NR5A2 inv ag: inverse agonists of human LRH-1 (NR5A2). O00482. HEK293T StAR-luciferase reporter, LRH-1 transfected, 24 h. AID 602396. 0.13% of 360,000 active. inhibition, % at 3.6 µM;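 active = inhibition above the mean inhibition of all tested compounds plus 3 SD, cut at about 73% in these data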;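 note: 0% = DMSO wells and 100% = reporter-only cells lacking LRH-1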
SRC3 inh: inhibits human SRC3 coactivator; Q9Y6Q9; HEK293 GAL4-SRC3 luciferase reporter, luminescence; inhibition, % at 3.6 µM; 0.17% of 360,000 active;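 active = inhibition above a per-campaign cutoff, the mean of all compounds plus 3 SD, cut at about 60% in these data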;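 note: 0% = DMSO-treated cells and 100% = gossypol-treated cells at 36 µM; higher means less SRC3-driven luciferase light from the GAL4 reporter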
SRC2 inh: inhibits human steroid receptor coactivator 2 | Q15596 | HEK293 GAL4-SRC2 luciferase reporter, luminescence | inhibition, % at 9 µM | 0.17% of 370,000 active | AID 651957;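 active = inhibition above the mean inhibition of all tested compounds plus 3 SD, set per campaign, cut at about 52% in these data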;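 note: 0% = DMSO treated cells and 100% = cells given Gossypol at 36 µM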
TWEAK-Fn14 inh: TWEAK-Fn14 signaling inhibition | 2% of 360,000 active | TWEAK-stimulated Fn14 reporter cells, luciferase luminescence, 8 h | AID 1159606 | inhibition, % at 10 µM; in the data active = inhibition above about 50%
Starred values were filed as active, the others as inactive; / = not tested or not shown. This is a subset (hit frequency here may not be typical).

SMILES	SRC1 inh	LMP1 NFkB inh	TLR9-MyD88 block	TRAIL sens C8	TROY signal inh	NR2F2 inh	NOD2-RIPK2 inh	NR5A2 inv ag	SRC3 inh	SRC2 inh	TWEAK-Fn14 inh
O=C(CSc1nnc(-c2ccccc2)n1-c1ccccc1)c1cccs1	-1	8	-3	22	1	32	3	-8	3	15	13
COC(=O)C(NC(C)=O)(Nc1ccccn1)C(F)(F)F (stereo unspecified)	5	-6	3	1	-14	-2	6	-12	-3	-6	3
COC(=O)c1cccc(NC(=O)C2CCCN2C(=O)c2cccs2)c1 (stereo unspecified)	-12	4	3	-14	6	-12	-12	13	12	-7	7
COc1cc(C)nc(Oc2ccc(=O)[nH]n2)n1	14	-9	12	6	-14	-5	2	11	-31	-19	-11
O=C(Cn1cnc2c(nnn2-c2cccc(Cl)c2)c1=O)N1CCOCC1	6	-5	-4	0	13	-7	-2	-5	0	3	8
Cc1ccc(O)c(NC(=O)C2=CC(c3cccs3)=NS(=O)(=O)N2C)c1	-7	7	-3	-15	18	18	5	8	-3	4	20
CCCCOC(=O)Sc1nc2ccccc2o1	-12	2	-7	2	-69	7	2	-8	-13	-26	6
O=c1ccn(-c2cccc(C(F)(F)F)c2)nc1-c1ccn(-c2ccccc2F)n1	9	7	7	-4	-7	-1	-1	9	6	-4	0
Cc1ccc(C(=O)NCC(=O)N2CCN(c3cccc(Cl)c3)CC2)s1	-15	3	3	-1	0	14	5	23	9	0	-14
CCc1ccc(OCC(=O)NC(=S)Nc2ccc(S(=O)(=O)NC3CCCCC3)cc2)cc1	12	10	2	13	-14	9	-7	8	27	-5	21
O=C(Cn1c(C(F)(F)F)nc2ccccc21)OCC(=O)c1c[nH]c2ccccc12	-4	3	-2	-6	22	5	2	2	0	24	-1
COCCNS(=O)(=O)c1cc(F)ccc1OC	-9	-10	-5	-2	7	-6	-9	12	-5	0	-5
Cc1ccccc1OCC(=O)NNC=O	-3	-7	2	4	16	-1	-4	17	8	-17	6
CC1(C)SC2c3ccccc3C(=O)N2[C@@H]1C(=O)NC1CC1 (stereo partly specified)	-22	4	-3	-1	11	-14	-13	2	-12	3	-5
Cc1cc(C)c(S(=O)(=O)N2CCN(C3CC(=O)N(c4ccccc4Cl)C3=O)CC2)c(C)c1 (stereo unspecified)	-8	-17	-2	-4	-1	-23	6	1	7	4	-16
CC#CCN1c2ccccc2[C@]23C[C@@H](C(=O)OC)N(C(=O)NCCBr)C2=NC(C(=O)OC)=C(C(=O)OC)[C@H]13	13	5	4	5	-21	9	-7	-5	15	8	7
Cc1nc2ncnn2c(C)c1Cc1cccc(F)c1	16	2	4	1	-7	-17	-3	-20	17	-1	5
COc1ccc(/C(N)=N/OC(=O)c2ccc(C)c([N+](=O)[O-])c2)cc1OC	-4	-11	-9	0	-48	-3	-3	-14	3	4	-9
CC(=O)OCC(=O)C1(O)CCC2C3CCC4=CC(=O)CCC4(C)C3(Cl)C(O)CC21C (stereo unspecified)	-10	-7	-9	-10	21	-31	-14	13	-83	-5	-25
COc1cc(/C=N/NC(=O)C(=O)N2CCCC2)ccc1O	-1	-3	1	-6	-16	0	-16	-7	9	6	-7
Cc1[nH]c2ccccc2c1C(=O)C(=O)N1CCCc2ccccc21	-2	1	6	16	35	5	-4	-21	-6	-24	32
COc1ccc(Cc2c(-c3ccc(C)cc3)nc3cc(C)c(Br)c(C)n23)c(C)c1	-40	/	/	2	-13	-21	0	-33	-13	-51	17
CCc1nc2c(OCC(=O)c3ccc(Cl)cc3Cl)cccn2c1N(C)C(=O)COc1ccccc1	-1	/	/	-11	-2	5	-1	-2	-19	-5	-10
CC(C)c1ccccc1OCCCN1CCCC1	14	-4	0	-1	0	12	1	-4	7	-6	2
Clc1ccccc1-c1nnc2sc(C3COc4ccccc4O3)nn12 (stereo unspecified)	6	6	11	2	-6	-4	2	-14	-11	-4	-5

Reprinted at random: six entries already listed, in no set order.
SMILES	SRC1 inh	LMP1 NFkB inh	TLR9-MyD88 block	TRAIL sens C8	TROY signal inh	NR2F2 inh	NOD2-RIPK2 inh	NR5A2 inv ag	SRC3 inh	SRC2 inh	TWEAK-Fn14 inh
CC(C)c1ccccc1OCCCN1CCCC1	14	-4	0	-1	0	12	1	-4	7	-6	2
CCc1ccc(OCC(=O)NC(=S)Nc2ccc(S(=O)(=O)NC3CCCCC3)cc2)cc1	12	10	2	13	-14	9	-7	8	27	-5	21
CC#CCN1c2ccccc2[C@]23C[C@@H](C(=O)OC)N(C(=O)NCCBr)C2=NC(C(=O)OC)=C(C(=O)OC)[C@H]13	13	5	4	5	-21	9	-7	-5	15	8	7
COc1ccc(Cc2c(-c3ccc(C)cc3)nc3cc(C)c(Br)c(C)n23)c(C)c1	-40	/	/	2	-13	-21	0	-33	-13	-51	17
Cc1ccc(C(=O)NCC(=O)N2CCN(c3cccc(Cl)c3)CC2)s1	-15	3	3	-1	0	14	5	23	9	0	-14
COc1ccc(/C(N)=N/OC(=O)c2ccc(C)c([N+](=O)[O-])c2)cc1OC	-4	-11	-9	0	-48	-3	-3	-14	3	4	-9

(listing goes on)
SMILES	SRC1 inh	LMP1 NFkB inh	TLR9-MyD88 block	TRAIL sens C8	TROY signal inh	NR2F2 inh	NOD2-RIPK2 inh	NR5A2 inv ag	SRC3 inh	SRC2 inh	TWEAK-Fn14 inh
O=C1NC[C@H](CCCCN2C[C@H](Cc3ccc(O)cc3)N(CCc3ccccc3)C(=O)C2=O)N(CCc2ccccc2)C1=O	/	/	/	1	-4	-2	1	-3	/	-13	13
CC12CCC(=O)N1C(C(=O)Nc1nc(-c3ccc(F)cc3)cs1)CS2 (stereo unspecified)	-11	-5	-3	3	0	11	-12	-13	-16	-9	-6
Cc1[nH]c2ccccc2c1C(=O)CSc1ncn[nH]1	-8	-16	-8	-8	-52	4	11	-1	9	1	-3
O=S(=O)(/C=C/c1ccccc1)Oc1ccccc1	-28	-1	16	9	-69	-11	3	-4	-29	10	37
CC(=O)N1CCN(S(=O)(=O)c2ccc3c(c2)CCC(=O)N3)CC1	6	3	-4	-4	-7	-22	-7	-1	-7	0	-6
COc1ccc2[nH]c(=O)c(CN(Cc3cccnc3)Cc3nnnn3CC3CCCO3)cc2c1 (stereo unspecified)	4	-4	-4	2	6	8	4	19	-5	0	-13
CC(Oc1ccccc1Cl)C(=O)Nc1ccc(S(=O)(=O)Nc2nccs2)cc1 (stereo unspecified)	-28	6	-7	-12	-2	1	-17	-4	7	-7	-1
Oc1c(C(Nc2ccccn2)c2ccccn2)ccc2cccnc12 (stereo unspecified)	5	32	-2	17	-15	20	-2	1	27	3	-69
Cc1csc(SC(C)C(=O)NCC2CCCO2)n1 (stereo unspecified)	7	8	-4	-1	8	13	11	-11	-2	-9	-4
Clc1ccc2nc(-c3ccccc3)nc(C(Cl)Cl)c2c1	-19	87*	4	11	23	5	0	4	13	-1	54*
CCCCCCC(=O)Nc1ccc(Cl)cn1	-38	-25	5	0	1	7	-9	-45	-48	-41	-26
Cc1ccc2cc3cc(C(=O)NCc4ccc5c(c4)OCO5)oc3nc2c1	9	11	-6	-2	-6	3	-9	-6	-3	10	-15
CCn1c(SCC(=O)Nc2ccc(OC)cc2)nc2nc3c(cc2c1=O)COC(C)(C)C3	-13	/	/	5	4	-17	2	23	13	10	-10
COc1ccc(CCNC(=O)c2ccc(OC)c(OC)c2)cc1OC	-11	1	-6	-2	2	0	8	2	8	13	13
Cc1nc2c(OCc3ccc(Cl)cc3)cccn2c1N(C)Cc1cccs1	-19	/	/	15	-59	-9	-2	-14	-50	-7	-21
O=C(CCCOc1ccc(Cl)cc1Cl)N/N=C/c1ccco1	-1	-4	-9	1	-24	4	-15	26	8	8	15
CC(C)(C)C1=NN(C(=O)c2ccccc2)C(O)(C(C)(C)C)C1 (stereo unspecified)	-17	5	1	-7	-4	-19	5	-28	-2	-6	5
CCc1nc2c(OCc3ccccc3)cccn2c1N(C)C(=O)c1ccc2c(c1)OCO2	12	/	/	19	-3	5	-5	13	1	-1	-3
Cc1ccc2cc(CN(CC(C)C)S(=O)(=O)c3cccc4nonc34)c(=O)[nH]c2c1	-1	1	1	-10	20	3	5	-24	2	-11	9
CC(C)CC(=O)Nc1ccc(C(=O)NN2C(=O)c3ccccc3C2=O)cc1	-1	-3	8	-6	14	2	-3	7	10	26	-16
Cc1ccc(C(=O)C2CCN(CC(=O)Nc3ccc(N(C)C)cc3)CC2)cc1	-4	0	-14	9	-3	-3	0	23	11	-17	-7
CCOc1ccc(/C=C(\C#N)C(=O)c2c(C)[nH]c3ccccc23)cc1OC	3	5	-8	-4	31	11	22*	-6	-2	10	20
O=C(O)c1cc(S(=O)(=O)NCCN2CCNC2=O)ccc1O	-5	-3	4	1	-8	7	-10	12	18	-9	10
Cc1cc(C)n(C(=O)CCCCCCCCC(=O)n2nc(C)cc2C)n1	9	-1	5	-24	-11	8	6	-4	-2	12	5
COC(=O)[C@H](CC(C)C)N(Cc1ccccc1)S(=O)(=O)N(Cc1ccc(OC)cc1)[C@@H](CC(C)C)C(=O)OC	0	-7	-10	1	11	-4	5	4	20	-4	8
O=C(COC(=O)c1cccc(F)c1)Nc1cccnc1Cl	-5	-6	1	-14	-22	-2	-2	-11	1	12	-20
N#Cc1ccc(OCc2noc(-c3ccsc3)n2)cc1	-12	-14	1	-6	-25	-20	6	-27	-20	1	-9
CNc1ccc(-c2cccc(C(C)=O)c2)cn1	-62	/	/	-24	-22	-25	-2	-47	-46	-21	-23
COCCNC(=O)c1ccccc1-c1nc(-c2ccccc2OC)no1	-2	-8	-6	-7	-28	-20	5	-6	3	-40	3
Cc1ccc(S(=O)(=O)N2CCCCC2)cc1NC(=O)CSc1nnc(C2CC2)n1C	7	2	-6	-22	2	1	-10	2	12	4	4

Arranged by count of non-hydrogen atoms (smallest number first): 3 of the compounds above.
SMILES	SRC1 inh	LMP1 NFkB inh	TLR9-MyD88 block	TRAIL sens C8	TROY signal inh	NR2F2 inh	NOD2-RIPK2 inh	NR5A2 inv ag	SRC3 inh	SRC2 inh	TWEAK-Fn14 inh
CC(=O)N1CCN(S(=O)(=O)c2ccc3c(c2)CCC(=O)N3)CC1	6	3	-4	-4	-7	-22	-7	-1	-7	0	-6
CCOc1ccc(/C=C(\C#N)C(=O)c2c(C)[nH]c3ccccc23)cc1OC	3	5	-8	-4	31	11	22*	-6	-2	10	20
COC(=O)[C@H](CC(C)C)N(Cc1ccccc1)S(=O)(=O)N(Cc1ccc(OC)cc1)[C@@H](CC(C)C)C(=O)OC	0	-7	-10	1	11	-4	5	4	20	-4	8

Bioassay records from PubChem.
